BL2 CD40 inh: CD40 pathway inhibition in BL2 cells; inhibition, % at 10 µM; hit rate 0.94% among 83,000; BL2 NF-kB luciferase reporter, CD40L-induced, 4 h;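 active = mean inhibition of at least 50% with a set share of replicates also reaching that level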;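 also: 0% = neutral control wells and 100% = IKK inhibitor VII at 50 µM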
* = called active by the depositor; [ ] = another dose, or the depositor's remark. Some of the compounds tested. The share of hits here may be higher or lower than overall.

SMILES	BL2 CD40 inh
CCN(CC)CCNC(=O)c1ccccc1N	3
C[C@@H]1CN([C@H](C)CO)C(=O)c2c(c3ccccc3n2C)-c2ccccc2CO[C@@H]1CN(C)C(=O)c1ccc(F)cc1	6
COc1ccc(NS(=O)(=O)c2cccs2)cc1S(=O)(=O)N1CCCCC1	13
CCCCN(C(=O)c1cc(Cl)nc2ccccc12)c1c(N)n(CCC)c(=O)[nH]c1=O	0
Cc1ccc(CNC(=O)c2ccc(S(=O)(=O)N(C)C)cc2)n1C	8
CN1c2ccc(-c3cccc(F)c3)cc2[C@H]2[C@H](CCN2S(=O)(=O)c2cccc(F)c2)[C@H]1CO	15
O=C(NCC1CC1)[C@@H]1[C@@H](CO)[C@@H]2Cn3c(ccc(-c4cccnc4)c3=O)[C@@H]2N1Cc1cocn1	-13[25 µM]
CC(C)OC(=O)c1cc2c(OCC(O)CNC(C)(C)C)cccc2[nH]1 (configuration not stated)	13[25 µM]
Cc1cc(Br)cc2cn[nH]c12	8
O=C1CSc2ccc(C(=O)O)cc2N1	5
O=C(Nc1ccccc1F)N1CCCCN2[C@H](C1)[C@H](c1ccc(/C=C/c3ccccc3)cc1)[C@@H]2CO	30[25 µM]
O=C(c1ccc(-c2ccccc2Cl)o1)N1CCC1	-60
Cc1sc2ncn(CC(=O)NCc3ccccc3)c(=O)c2c1C	8
COc1ccc(N2CCN(S(=O)(=O)CCNC(=O)C(C)Oc3ccccc3)CC2)cc1 (configuration not stated)	0
O=C(NC1CCCCCC1)c1cc2n(n1)C(C(F)(F)F)CC(c1ccco1)N2 (configuration not stated)	-1
O=S(NCc1ccccc1)C12CC3CC(CC(C3)C1)C2 (configuration not stated)	8
CCN(CC)c1ccc(C(=O)OCC(=O)N(C)Cc2ccccc2)cc1	-6
O=C(CN1C(=O)NC2(CCCCCC2)C1=O)NC1CC1	-3
O=C(C[C@H]1CC[C@@H]2[C@H](COC[C@H](O)CN2C(=O)c2cccnc2)O1)NC1Cc2ccccc2C1	-3
COc1ccccc1CNC(=O)C[C@@H]1C[C@H]2c3cc(NC(=O)C4CCC4)ccc3O[C@H]2[C@@H](CO)O1	-8[25 µM]
O=C(CCNC(=O)c1ccccc1Cl)NCc1ccncc1	0
O=C(NC1CCCCCCC1)NC1CCCCC1	-159
C#Cc1ccc(C(=O)Nc2cc(C(N)=O)ccc2N2CCOCC2)cc1	-4
c1ccc(-n2ncc3c(NC4CCCCCC4)ncnc32)cc1	-80
Cc1ccc(N2CC(C(=O)OCC(=O)Nc3ccccc3F)CC2=O)cc1 (configuration not stated)	5
CCNC(=O)COc1cccc2ccccc12	2
COc1ccc(C(=O)N2CCC(C(=O)N3CCN(Cc4ccccc4)CC3)CC2)cc1	2
N#Cc1cccc(-c2ccc3c(c2)[C@@H]2[C@@H](CCN2Cc2ccc4c(c2)OCO4)[C@@H](CO)N3)c1	-10[25 µM]
CN1c2ccc(Br)cc2[C@H]2[C@H](CCN2S(=O)(=O)c2ccccc2F)[C@H]1CO	-1[25 µM]
CCN(C(=O)COC(=O)/C(C#N)=C/c1cc(C)n(CCOC)c1C)c1c(N)n(Cc2ccccc2)c(=O)[nH]c1=O	12
COc1ccccc1CNC(=O)COC(=O)CSc1ccc(Cl)cc1	-1
COc1ccc(C(CC(=O)O)NC(=O)C(c2ccccc2)c2ccccc2)cc1 (configuration not stated)	7
CC(C)OC(=O)CNc1n[nH]c(=S)[nH]c1=O	10
O=C(C[C@@H]1CC[C@H]2[C@@H](COC[C@@H](O)CN2CCc2ccccc2)O1)NCCCN1CCOCC1	-9[25 µM]
Cc1ccc(N2CC(C(=O)NCCCn3ccnc3)CC2=O)cc1 (configuration not stated)	6
O=C(Cc1cccs1)Nc1ccc(S(=O)(=O)Nc2ncccn2)cc1	2
O=C(CN1CCN(CC(=O)c2ccc(Cl)cc2)CC1)c1ccc(Cl)cc1	-5
COc1ccc(Cl)cc1C(=O)N/N=C/c1ccc(N2CCOCC2)cc1	18
O=C(Oc1cccc([N+](=O)[O-])c1)C1CCN(C(=O)c2ccc(F)cc2)CC1	1
COc1ccccc1NC(=O)N1CCCCN2[C@H](CO)[C@H](c3ccc(-c4cccc(C#N)c4)cc3)[C@H]2C1	29[25 µM]
O=C(NC1CCN(C(=S)NCc2ccco2)CC1)c1cccc(F)c1	3
COc1ccc(NC(=O)Nc2ccc3c(c2)C(=O)N([C@@H](C)CO)C[C@H](C)[C@H](CN(C)C(=O)Nc2ccc(F)cc2)OCCCC[C@H](C)O3)cc1	-2
CC(=O)c1cccc(NC(=O)CNC(=O)Cc2cccc3ccccc23)c1	4
Cc1onc(-c2ccccc2)c1C(=O)N1CCCSC1=Nc1ccccc1	7
COc1ccc(S(=O)(=O)N(C)C[C@@H]2OCc3ccccc3-c3c(n(C)c4ccccc34)C(=O)N([C@H](C)CO)C[C@@H]2C)cc1	19
CC1(C)NC(=O)N(CCC(=O)Nc2cc(C(F)(F)F)ccc2Cl)C1=O	-11
CC(=O)NCc1ccc(-c2csc(N)n2)s1	5
CNC[C@@H]1OCCCC[C@@H](C)Oc2ccc(NS(=O)(=O)c3ccc(F)cc3)cc2C(=O)N([C@H](C)CO)C[C@@H]1C	-6[25 µM]
COc1ccc(Cl)cc1C(=O)NCCN(C)C	-52
COc1ccc(NC(=O)N(C)C[C@@H]2OCCCC[C@@H](C)Oc3ccc(NC(=O)Cc4ccccc4)cc3C(=O)N([C@H](C)CO)C[C@@H]2C)cc1	-1
Brc1cc2c(cc1CSc1ncccn1)OCO2	-9
CC(=O)c1cccc(CN2CCCC(CCC(=O)NCc3ccccc3F)C2)c1 (configuration not stated)	8
COc1cccc(NC(=O)C[C@@H]2CC[C@H]3[C@H](COc4ccc(NC(=O)C5CCC5)cc4C(=O)N3C)O2)c1	10
CN1c2ccc(-c3ccc(C#N)cc3)cc2[C@H]2[C@H](CCN2S(=O)(=O)c2cccc(F)c2)[C@H]1CO	14
Cc1noc(C)c1COc1cccc(C(=O)OCC(=O)N2CC(=O)Nc3ccccc32)c1	-5
C/C=C/c1ccc2c(c1)[C@H]1[C@H](CCN1S(=O)(=O)c1ccccc1F)[C@H](CO)N2	4[25 µM]
O=C(C1CCCCN1S(=O)(=O)c1ccccc1[N+](=O)[O-])N1CCCCC1 (configuration not stated)	6
O=C(OCC1CCC=CO1)C1CCC=CO1 (configuration not stated)	5
Cc1ccc(S(=O)(=O)N2CCN(C(=S)NCC3CCCO3)CC2)cc1 (configuration not stated)	-3
Cc1ccccc1-n1c(SCC(=O)c2c(N)n(C3CC3)c(=O)[nH]c2=O)nnc1N1CCOCC1	19

A section taken from the entries so far, for reference:
SMILES	BL2 CD40 inh
CCN(CC)CCNC(=O)c1ccccc1N	3
C[C@@H]1CN([C@H](C)CO)C(=O)c2c(c3ccccc3n2C)-c2ccccc2CO[C@@H]1CN(C)C(=O)c1ccc(F)cc1	6

Additional records follow:
SMILES	BL2 CD40 inh
COc1ccc(CNC(=O)C[C@H]2CC[C@H](NC(=O)CN(C)C)[C@@H](CO)O2)cc1	1[25 µM]
COc1ccccc1NC(=O)N1C[C@H]2[C@@H](c3ccccc31)[C@@H](CO)N2C(=O)C1CC1	10
CC(C)n1c(NCCO)nc2ccccc21	18
CCOC(=O)C(Cc1ccnnc1)=NO	10
O=C(CCC1COc2ccccc2O1)NCc1ccco1 (configuration not stated)	-29
CO[C@H]1CN(C)C(=O)c2cc(NC(=O)c3cnccn3)ccc2OC[C@H](C)NC[C@@H]1C	-2[25 µM]
O=C(Cc1cccnc1)N1CC(=O)N2[C@H](C1)[C@H](c1ccc(C#CC3CCCC3)cc1)[C@@H]2CO	9
COc1ccccc1-c1cnc2c(c1)C(=O)N([C@H](C)CO)C[C@H](C)[C@@H](CN(C)C(=O)CC1CC1)O2	-9[25 µM]
CCCN(CC(=O)Nc1ccccc1C)C(=O)CCN1C(=O)c2cccc([N+](=O)[O-])c2C1=O	0
COc1ccc(CCC(=O)N2CCc3ccccc32)cc1	-59
O=[N+]([O-])c1ccc(N2CCN(CC3CCCCC3)CC2)cc1	18
CC(C)CN(C(=O)COC(=O)c1ccc([N+](=O)[O-])o1)C1CCS(=O)(=O)C1 (configuration not stated)	1
CN1C(=O)Cc2cc(S(=O)(=O)Nc3ccc(N4CCOCC4)cc3)ccc21	-4
CCn1c(=O)c2sccc2n(CC(=O)NC2CCCC2)c1=O	9
O=C(Nc1nc(-c2ccccn2)cs1)C12CC3CC(CC(O)(C3)C1)C2	-71
CC(=O)Nc1ccc(NC(=O)CNC(=O)c2sc3ccccc3c2Cl)cc1	-10
CC(C)(C)C(=O)Nc1ccc(S(=O)(=O)NC2=NCCCCC2)cc1	0
O=C(/C=C/c1cccc(F)c1)NNC(=O)c1ccncc1	-7
COC(=O)C1CC2=CC(=O)CCC2(C)C23OC2CC2(C)C(CCC24CCC(=O)O4)C13 (configuration not stated)	2[25 µM]
O=C(Nc1ccc(S(=O)(=O)NC2=NCCCCC2)cc1)c1ccc(=O)[nH]c1	2
O=C(CNC(=O)c1ccccc1)N/N=C/c1ccccc1Cl	-2
O=C(O)c1ccc(NC2(C(=O)O)CCCC2)cc1	12
Cc1noc(C)c1S(=O)(=O)N(C)C[C@@H]1OCc2cnnn2CCCC(=O)N([C@@H](C)CO)C[C@H]1C	-3[25 µM]
O=S(=O)(Nc1ccccc1)c1ccc(-c2cnc(C3CC3)o2)cc1	5
C[C@@H]1CN(C)C(=O)c2cccc(N)c2O[C@@H]1CN(C)S(C)(=O)=O	-7
CCS(=O)(=O)N1CCCCN2[C@H](C1)[C@@H](c1ccc(-c3ccc(C(=O)N(C)C)cc3)cc1)[C@@H]2CO	-1[25 µM]
c1cncc(-c2nc(NCCCN3CCOCC3)c3c4c(sc3n2)CCC4)c1	17
COc1cc(C(=O)Nc2nnc(CC(=O)NCc3ccccc3)s2)cc(OC)c1OC	9
Cc1noc(NS(=O)(=O)c2ccc(NC(=O)c3ccc(N(C)C)cc3)cc2)c1C	-5
O=C(C[C@H]1CC[C@H](NS(=O)(=O)c2ccccc2F)[C@H](CO)O1)NCCCN1CCOCC1	-1[25 µM]
Cc1nn(C)c(C)c1CN(C(=O)C1CCC(=O)N(C2CCCCCC2)C1)C(C)C (configuration not stated)	-59
CN(C)C(=O)C[C@@H]1CC[C@H]2[C@@H](COC[C@H](O)CN2C(=O)C2CCOCC2)O1	-1[25 µM]
CCCCNC(=O)c1cc2ccccc2s1	-71
O=C(Cc1ccc(-n2cccc2)cc1)NC1CCCCCC1	6
CCC(C)c1ccccc1N1CC(C(=O)NCCCn2nc(C)cc2C)CC1=O (configuration not stated)	2
c1cncc(-c2nc(NCc3cccs3)c3ccccc3n2)c1	15
N#C[C@H]1N[C@H](CO)[C@@H]1c1ccc(/C=C/c2ccccc2)cc1	1[25 µM]
O=C(NNc1nc2c(F)cc(F)cc2s1)c1ccccc1	0
COCCN(C(=O)COC(=O)CNC(=O)c1cccs1)c1c(N)n(Cc2ccccc2)c(=O)[nH]c1=O	9
C[C@@H](NC(=O)[C@H]1[C@H](CO)[C@H]2Cn3c(cccc3=O)[C@@H]1N2C(=O)C1CCCC1)c1ccccc1	-10
Cc1nc2cc(NS(=O)(=O)c3ccc(Br)cc3)ccc2n1C	31
CN(C(=O)c1ccccc1C(=O)OCC(=O)Nc1ccc(S(N)(=O)=O)cc1)c1ccccc1	1
CO[C@@H]1CN(C)C(=O)c2ccc(NC(=O)c3ccccc3F)cc2OC[C@H](C)N(C)C[C@H]1C	-1[25 µM]
C[C@H]1CN(C)C(=O)Cc2cc(N(C)C)ccc2O[C@H]1CN(C)C	3
O=C(NC[C@H]1N[C@H](CO)[C@@H]1c1ccc(C2=CCCCC2)cc1)c1ccccc1	-1
Cc1cc(C)c2nc(Cl)c(Cl)nc2c1	3
CC(=O)c1cc2c(cc1N/C(=N/S(=O)(=O)c1ccc(Br)cc1)c1ccccc1)OCO2	6
COc1ccccc1S(=O)(=O)N[C@@H]1C=C[C@H](CC(=O)N2CCOCC2)O[C@@H]1CO	0[25 µM]
O=C(c1cc(Cl)nc2ccccc12)N1CCN(Cc2ccc3c(c2)OCO3)CC1	-2
CC1CC(C)CN(S(=O)(=O)c2ccc(C(=O)N3CCCC3)cc2)C1 (configuration not stated)	1
c1ccc(OCc2nnc3sc(C4COc5ccccc5O4)nn23)cc1 (configuration not stated)	5
CC(=O)N(C)c1cccc([N+](=O)[O-])c1	-1
CSc1ccc(-c2nc3cnccn3c2Nc2ccc3c(c2)OCO3)cc1	-23
COc1ccc(CC(=O)OCC(=O)Nc2ccc3c(c2)OCO3)cc1	9
CN(C)C(=O)c1ccc(-c2ccc([C@H]3[C@@H](CO)N4C(=O)CN(C(=O)CC5CC5)C[C@@H]34)cc2)cc1	1[25 µM]

Grouped by structure, the compounds so far containing a Cl atom (12)
SMILES	BL2 CD40 inh
CCCCN(C(=O)c1cc(Cl)nc2ccccc12)c1c(N)n(CCC)c(=O)[nH]c1=O	0
O=C(c1ccc(-c2ccccc2Cl)o1)N1CCC1	-60
O=C(CCNC(=O)c1ccccc1Cl)NCc1ccncc1	0
COc1ccccc1CNC(=O)COC(=O)CSc1ccc(Cl)cc1	-1
O=C(CN1CCN(CC(=O)c2ccc(Cl)cc2)CC1)c1ccc(Cl)cc1	-5
COc1ccc(Cl)cc1C(=O)N/N=C/c1ccc(N2CCOCC2)cc1	18
CC1(C)NC(=O)N(CCC(=O)Nc2cc(C(F)(F)F)ccc2Cl)C1=O	-11
COc1ccc(Cl)cc1C(=O)NCCN(C)C	-52
CC(=O)Nc1ccc(NC(=O)CNC(=O)c2sc3ccccc3c2Cl)cc1	-10
O=C(CNC(=O)c1ccccc1)N/N=C/c1ccccc1Cl	-2
Cc1cc(C)c2nc(Cl)c(Cl)nc2c1	3
O=C(c1cc(Cl)nc2ccccc12)N1CCN(Cc2ccc3c(c2)OCO3)CC1	-2

From PubChem BioAssay
